Screening results (PubChem)
HTT cytoprotect – qHTS Multiplex Assay to Identify Dual Action Probes in a Cell Model of Huntington: Cytoprotection (ATP); 230,000 compounds, 0.14% hits; PC12 HTT-Q103 induced, cytoprotection, ATP luminescence, 40 h; Potency, µM (doses to about 56.4 µM), inactives show cytoprotection (ATP increase), actives largely listed as activators; active = well fitted activation curve with a large enough effect; inconclusive = small, poorly fitted or top-dose-only effect; inactive = no such curve, though single readings can be large or run the other way;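 also: % of control where 0% means no effect; nearly all actives have a fitted effect of over 45% in size; toxic huntingtin expression switched on by the ecdysone agonist tebufenozide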
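Huntington model: PC12 line, ecdysone-inducible HTTQ103 exon1–GFP, tebufenozide 100 nM. Test articles in a dose series. Endpoint luminescence from cellular ATP.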
An asterisk follows results filed as active; ? = inconclusive; [ ] = dose if it differs, or a comment. Potency is read from the fitted curve at half-maximal effect. Not all compounds are listed (hit frequency here may not be typical).

SMILES	HTT cytoprotect
COC(=O)c1ccccc1NC(=O)CSc1nc2c(c(=O)n(C)c(=O)n2C)n1C	-8%
c1ccc2c(CC3NCCN3)cccc2c1	5%[10 µM]
CCCNC(=O)c1cc(-c2ccc(O)cc2)on1	-45%[inhibitor]
O=C(CN1CCOc2ccccc21)N1CCN(c2cccc(Cl)c2)CC1	2%
CCOC(=O)c1ccccc1NC(=O)Cn1cnc2c(cnn2-c2ccc(OC)cc2)c1=O	-2%[10 µM]
O=Cc1ccccc1C=O	-167%[inhibitor]
CC[C@H](c1ccccc1)c1cc(C(C)(C)C)cc(C(C)(C)C)c1O	-2%[10 µM]
O=C(NCc1ccco1)C1Cc2ccccc2CN1S(=O)(=O)c1ccccc1F (stereo not drawn)	-21%[0.074 µM]
CNC(=O)[C@@H]1O[C@@H](n2cnc3c(NCc4cccc(I)c4)ncnc32)[C@H](O)[C@@H]1O	-3%[1.9 µM]
NS(=O)(=O)c1ccc(NCc2cnc3ccccc3n2)cc1	9%[10 µM]
O=C(O)/C(=C\c1ccc(O)cc1)c1cccc2ccccc12	-8%[10 µM]
c1nnc(NCNc2nncs2)s1	-9%[10 µM]
O=C(O)[C@@H]1[C@H](C(=O)O)[C@H]2C(=O)C=C[C@H]1N2Cc1ccccc1	11%[10 µM]
O=C1O/C(=C\Br)CC[C@@H]1c1cccc2ccccc12	28%[1.9 µM]
C=CCOc1ccc(C2c3c(oc4ccccc4c3=O)C(=O)N2c2ccccn2)cc1OCC (stereo not drawn)	-6%
CCCCn1c(NC(=O)c2ccc(F)cc2)c(C#N)c2nc3ccccc3nc21	-12%[10 µM]
CC(CC(=O)O)(CC(=O)O)C(=O)O	-3%[10 µM]
CC1=CCC(C(C)(C)O)CC1 (stereo not drawn)	-87%[inhibitor]
CCCCCCCCCCCCCCCCCC(=O)NC[C@@H](COP(=O)([O-])OCC[N+](C)(C)C)OCC	-21%[1.9 µM]
C[n+]1cccc(/C=C\c2ccc3cccc(O)c3n2)c1	1%[10 µM]
c1ccc2c(c1)C(=Nc1ccc(N=C3c4ccccc4-c4ccccc43)cc1)c1ccccc1-2	-2%[10 µM]
Cc1c(O)c(Br)c(C)c(O)c1Br (tested in a mixture with another compound)	-53%[inhibitor][10 µM]
C#C[C@@]1(O)CC[C@@H]2[C@H]3CCC4=C/C(=N\O)CC[C@H]4[C@@H]3CC[C@]21CC	-17%
Cc1ccc(N2CCn3c2nc2c3c(=O)n(CCc3ccccc3)c(=O)n2C)cc1	-4%[0.074 µM]
COC(=O)c1ccc(C(=O)OC)c(NC(=O)c2ocnc2C)c1	-14%[0.074 µM]

3 compounds already listed, arranged by heavy-atom count, ascending.
SMILES	HTT cytoprotect
O=C(O)/C(=C\c1ccc(O)cc1)c1cccc2ccccc12	-8%[10 µM]
CCOC(=O)c1ccccc1NC(=O)Cn1cnc2c(cnn2-c2ccc(OC)cc2)c1=O	-2%[10 µM]
CCCCCCCCCCCCCCCCCC(=O)NC[C@@H](COP(=O)([O-])OCC[N+](C)(C)C)OCC	-21%[1.9 µM]

New compounds follow:
SMILES	HTT cytoprotect
CN(C)CCNC(=O)c1ccc(CS(=O)(=O)c2ccc(Br)cc2)o1	13%
CN(C)CCCNc1cc(O)c2c(c1O)C(=O)c1ccccc1C2=O	6%[10 µM]
O=C1c2ccccc2C(=O)c2c(Nc3ccc4c5c(cccc35)C(=O)c3ccccc3-4)cccc21	-6%[10 µM]
CC(=O)OCC1=C(C(=O)O)N2C(=O)C(NC(=O)Cc3ccccc3)C2SC1 (stereo not drawn)	?
Cc1nc2sc3c(c2c2nc(-c4ccco4)nn12)CC(C)(C)OC3	-12%[0.074 µM]
O=C(O)c1cc(-c2ccc(-c3ccccc3)cc2)nc2cc3ccccc3cc12	-31%[inhibitor][10 µM]
O=C(O)c1ccccc1CN1CCC[C@@H](C(=O)O)C1	-13%[10 µM]
CC(C)(C)c1cc2c(O)c(c1)Cc1cc(C(C)(C)C)cc(c1O)Cc1cc(C(C)(C)C)cc(c1O)Cc1cc(C(C)(C)C)cc(c1O)Cc1cc(C(C)(C)C)cc(c1O)Cc1cc(C(C)(C)C)cc(c1O)Cc1cc(C(C)(C)C)cc(c1O)Cc1cc(C(C)(C)C)cc(c1O)C2	-8%[10 µM]
O=C(O)CO.[NH2-].[NH2-].[Pt+2]	-2%
NCC[C@H](O)C(=O)N[C@@H]1C[C@H](N)[C@@H](O[C@H]2O[C@H](CN)CC[C@H]2N)[C@H](O)[C@H]1O[C@H]1O[C@H](CO)[C@@H](O)[C@H](N)[C@H]1O	-3%
O=C(Nc1nn[nH]n1)c1nc(-c2ccccc2)cc(=O)[nH]1	-10%[10 µM]
S[C@@H]1CCCN(Cc2ccccc2)C1	17%[10 µM]
O=C(O)CN(CC(=O)O)c1ccccc1	-10%[10 µM]
CCCn1c2c(c(O)c(C(=O)Nc3ccc(C)cn3)c1=O)CCCC2	3%[0.074 µM]
O=[N+]([O-])c1cccc(/C=N\Nc2ccc3ccccc3n2)c1O	-11%[10 µM]
CC1(C)SC2[C@@H](N=CN3CCCCCC3)C(=O)N2[C@H]1C(=O)O (stereo partly drawn)	-48%[inhibitor]
O=C(O)CCCC[C@@H]1SC[C@H]2NC(=O)N[C@H]12	-27%
COc1cccc2cc(-c3cn4cccc(C)c4n3)c(=O)oc12	-28%[0.074 µM]
Cc1oc2cc3c(C(=O)N4CCN(C)CC4)c(C)oc3cc2c1C(=O)N1CCN(C)CC1	-16%[10 µM]
Cc1ccc(S(=O)(=O)N2CCN(CCO)CC2)cc1-c1nnc2c3ccccc3c(C)nn12	-12%[0.074 µM]
C[C@]12CCC(=O)C=C1[C@@H]1C[C@H]1[C@H]1[C@@H]3[C@@H]4C[C@H]4[C@@]4(CCC(=O)O4)[C@@]3(C)CC[C@@H]12	?
COc1ccc(NC(=O)c2cnc3sccn3c2=O)cc1OC	-16%
O=C(O)[C@H]([C@H]1NCCS1)N1C(=O)c2ccccc2C1=O	6%[10 µM]
Cc1cc(N2CCc3ccccc32)n2ncnc2n1	-35%[0.074 µM]
Cc1nn(C)c(C)c1NC(=O)CSc1nc(Cc2ccccc2)nc2c1cnn2-c1ccccc1	-10%[10 µM]
The list goes on:
SMILES	HTT cytoprotect
CC(C)(C)c1cc(Br)c(O)c(CN(Cc2cc(C(C)(C)C)cc(Br)c2O)C2CCCCC2)c1	-11%[10 µM]
COc1ccc2c(c1)[C@]1(C)CCC[C@](C)(CO)[C@@H]1CC2	10%
O=C(O)c1nnsc1-c1ccc(-c2snnc2C(=O)O)cc1	1%[10 µM]
CCN(CC)CCC(=O)N1c2ccccc2Sc2ccc(C(F)(F)F)cc21	71%
COc1cccc(NC(=O)N2CCN(Cc3nc4ccccc4c(=O)[nH]3)CC2)c1	12%[10 µM]
O=C(NCCN1CCOCC1)c1cc(-c2ccc(O)cc2)on1	-29%
COc1ccc(NC(=O)N(Cc2cccnc2)Cc2ccccc2Cl)c(OC)c1	-1%
Cn1c(NCc2ccccc2Cl)nc2ccccc21	-40%[inhibitor]
C[N+]1(C)CCO[C@](O)(c2ccccc2)C1	4%[10 µM]
CCOC(=O)c1cnc(Nc2nc3ccccc3o2)nc1CSc1ncccn1	-5%[0.074 µM]
Clc1ccccc1NN(Cc1ccccn1)c1ccccc1Cl	2%[10 µM]
N[C@@]1(C(=O)O)CCC[C@@H]1C(=O)O	-16%[10 µM]
CC[C@@H]1CC(=O)N(SC[C@H](N)C(=O)O)C1=O	7%[10 µM]
N=C(N)SCc1cc(Cl)cc(Cl)c1O	7%[10 µM]
C[C@@H](Cc1ccccc1)Nc1ncnc2c1ncn2[C@@H]1O[C@@H](CO)[C@H](O)[C@@H]1O	3%[1.9 µM]
O=C1OC(N2CCN(Cc3ccccc3)CC2)c2ccccc21 (stereo not drawn)	3%[0.074 µM]
O=C(O)C[C@H](Cc1ccccc1Cl)C(=O)O	-14%[10 µM]
Clc1ccccc1C(Nc1cnccn1)Nc1cnccn1	13%[10 µM]
c1ccc(-c2ccc(-c3ccc(C4=NCCN4)cc3)o2)cc1	23%[10 µM]
CC(C)C[C@@H](NC(=O)[C@H](Cc1ccccc1)NC(=O)c1cnccn1)B(O)O	-79%[inhibitor]
CCCCCCCCCCCC(=O)OCC(O)C1OCC(O)C1O (stereo not drawn)	-8%
Cn1c(=O)c2c(nc(CN3CCOCC3)n2CC(=O)c2ccccc2)n(C)c1=O	-10%[0.074 µM]
Cc1ccnc(SCCn2c(N3CCC(C)CC3)nc3c2c(=O)n(C)c(=O)n3C)n1	-8%
OC[C@@H]1O[C@@H](n2cnc3c(NC4CCCCC4)ncnc32)[C@@H](O)[C@H]1O	-33%[inhibitor][1.9 µM]
CC(=O)c1cc2c(cc1NC(=O)CN1CCN(C(=O)c3ccco3)CC1)OCO2	-1%

Single values from the list:
In HTT cytoprotect, N=C(N)SCc1cc(Cl)cc(Cl)c1O has the entry 7%[10 µM]
In HTT cytoprotect, Cn1c(NCc2ccccc2Cl)nc2ccccc21 has the entry -40%[inhibitor]
In HTT cytoprotect, CCOC(=O)c1cnc(Nc2nc3ccccc3o2)nc1CSc1ncccn1 has the entry -5%[0.074 µM]

(next part)
SMILES	HTT cytoprotect
CC1=C(\C=C/C(C)=C/C=C\C(C)=C\CO)C(C)(C)CCC1	14%
CCC(=O)OC1C(N(C)C)CC(C)O[C@H]1O[C@H]1[C@H](C)[C@@H](O[C@H]2CC(OC)[C@@H](O)C(C)O2)[C@H](C)C(=O)O[C@@H](CC)[C@](C)(O)[C@@H](O)[C@H](C)C(=O)[C@@H](C)C[C@]1(C)O (stereo partly drawn)	0%
CC1(C)COCN1COC1CCCCC1	-12%[10 µM]
S=C(S)NCCN1CCNCC1	-17%[10 µM]
O=C(O)CSCCc1ccccc1	-22%[10 µM]
O=C1/C(=C/c2cccnc2)SC(=S)N1Cc1ccco1	6%[10 µM]
Cc1ncc(CO)c(CN)c1O	-6%[10 µM]
Nc1nc(Cl)nc2c1ncn2[C@@H]1O[C@H](CO)[C@H](O)C1F (stereo partly drawn)	-192%[inhibitor]
CC(C)c1cc(C(F)(F)F)nc(NNc2nc(C(C)C)cc(C(F)(F)F)n2)n1	-8%[10 µM]
CCOCCn1c(=O)c2c(nc3n2CCN3c2ccc(C)cc2)n(C)c1=O	-8%[0.074 µM]
NCCNc1ncnc2ccc(Cl)cc12	-3%[10 µM]
Cn1c(=O)c2c(ncn2CCOC(=O)C(C)(C)Oc2ccc(Cl)cc2)n(C)c1=O	?
Nc1nc(Nc2ccccc2)nc2c1ncn2[C@@H]1O[C@@H](CO)[C@H](O)[C@@H]1O	-10%[1.9 µM]
CN(C)Cc1cc(C(F)(F)F)ccc1C(O)(c1ccccc1)c1ccccc1	-1%[10 µM]
Nc1nc2c(ncn2[C@H]2CC[C@@H](CO)O2)c(=O)n1C(=O)c1ccccc1	4%[10 µM]
O=c1[nH]c2[nH]c(=S)[nH]c(=S)c2[nH]1	-5%[10 µM]
O=C(O)c1cscc1Cc1cccs1	-26%[10 µM]
O=C(O)c1ccc(Nc2ccnc3cc(Cl)ccc23)cc1O	0%[10 µM]
C=CC[C@@H](C(=O)O)c1ccccc1	-13%[10 µM]
N#Cc1c(N(CC(=O)O)CC(=O)O)sc(C(=O)O)c1CC(=O)O	-16%
CC1=C(/C=C/C(C)=C/C=C/C(C)=C/C(=O)Oc2c(C)c(C)c3c(c2C)CC[C@@](C)(CCC[C@H](C)CCC[C@H](C)CCCC(C)C)O3)C(C)(C)CCC1	-19%
O=C(O)CCNc1ccccc1C(=O)O	-7%[10 µM]
C=C(NCc1ccccc1)c1ccccc1O	-7%
Nc1nc(Cc2ccccc2)nc(Cc2ccccc2)c1-c1ccccc1	17%[10 µM]
NC(N)=NCC1COc2ccccc2O1 (stereo not drawn)	-5%

Fetched by structure from the entries so far (six):
SMILES	HTT cytoprotect
Nc1nc(Cc2ccccc2)nc(Cc2ccccc2)c1-c1ccccc1	17%[10 µM]
C=C(NCc1ccccc1)c1ccccc1O	-7%
CN(C)Cc1cc(C(F)(F)F)ccc1C(O)(c1ccccc1)c1ccccc1	-1%[10 µM]
Nc1nc(Cl)nc2c1ncn2[C@@H]1O[C@H](CO)[C@H](O)C1F (stereo partly drawn)	-192%[inhibitor]
N#Cc1c(N(CC(=O)O)CC(=O)O)sc(C(=O)O)c1CC(=O)O	-16%
Cn1c(=O)c2c(ncn2CCOC(=O)C(C)(C)Oc2ccc(Cl)cc2)n(C)c1=O	?

The results go on:
SMILES	HTT cytoprotect
O=C(C1CCC(Cn2c(=S)[nH]c3ccccc3c2=O)CC1)N1CCN(c2ccccc2)CC1 (stereo not drawn)	-4%[0.074 µM]
COC(=O)c1ccc(C(=O)OC)c(NC(=O)CSc2nnc(-c3ccccc3Cl)o2)c1	-11%[0.074 µM]
CCc1cc2c(=O)c(-c3nc4ccccc4[nH]3)coc2c(CN2CCC(C)CC2)c1O	-11%
COc1ccc(-c2ccc(=O)n(CC(=O)N3CCN(c4ccccc4OC)CC3)n2)cc1	5%
NC(=O)CS(=O)C[C@H](N)C(=O)O (stereo partly drawn)	0%[10 µM]
NCCCc1ccc2oc3ccccc3c2c1	-1%[10 µM]
Nc1nc2c(C(=O)NCc3cccs3)nnn2c2cccc(Cl)c12	-6%[10 µM]
Clc1ccc(CSCc2ccc(Cl)cc2Cl)c(Cl)c1	2%[10 µM]
O=C(OCN1C(=O)c2ccccc2C1=O)c1ccc2c(=O)n3c(nc2c1)CCC3	-19%[10 µM]
NCCOC[C@H](N)C(=O)O	-2%[10 µM]
Cc1cn([C@H]2C=C[C@H](CO)O2)c(=O)[nH]c1=O	1%[1.9 µM]
C=C(CO)[C@H]1Cc2c(ccc3c(=O)c4c(oc23)COc2cc(OC)c(OC)cc2-4)O1	-12%
Cn1ncc2c(NCCc3ccccc3)nc(Cl)nc21	-24%[10 µM]
Cc1ccc2cc(CN(CC3CCCO3)S(=O)(=O)c3ccc4c(c3)OCCO4)c(=O)[nH]c2c1C (stereo not drawn)	-21%[10 µM]
CC1(C)N=C(N)N=C(N)N1CCCCc1ccccc1	-30%[10 µM]
